# From PubChem
# NadD block: inhibitors of S. aureus NadD, primary screen, biochemical, colorimetric, uHTS | Nicotinate-nucleotide adenylyltransferase NadD (Staphylococcus aureus N315) | hit rate 0.78% among 360,000 | purified NadD enzyme, colorimetric absorbance read-out | inhibition, % at 20 µM; in the data active = inhibition above about 26%; note: some compounds past the cut are filed as inactive
# CSN deneddyl inh: inhibitors of CSN-mediated cullin deneddylation, primary screen, biochemical, fluorescence polarization, uHTS | COP9 signalosome complex subunit 5 (Homo sapiens), Q92905 | Purified CSN, SCF-Nedd8-OG deneddylation | inhibition, % at 12.5 µM | hit rate 0.38% among 360,000 | AID 651999, 2013;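 active = pattern-corrected inhibition above about 35%, with an unprinted fluorescence ratio check between 0.5 and 1.5, limit read from the data, passing the limit was not always enough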;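 note: 0% = enzyme with substrate and 100% = substrate without enzyme; some results filed as inactive read as strong as hits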
#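 Assay system: HEK293T-derived human Csn5 enzyme; quantity: 0.24 nM enzyme; medium: Tris/NaCl/DTT buffer, pH 7.5; also added: substrate SCFSkp2-Nedd8OG, 10 nM; doses: 12.5 µM compound; schedule: 90 min reaction at room temperature; signal: FP; read-out: % inhibition of substrate cleavage by Csn5; benchmarks: substrate-only high control, full reaction low control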
# STEP inh: STEP phosphatase inhibitors, primary screen, biochemical, fluorescence intensity, uHTS | inhibition, % at 20 µM | recombinant STEP, OMFP fluorogenic substrate | hit rate 0.25% among 360,000 | Tyrosine-protein phosphatase non-receptor type 5 (Homo sapiens), P54829;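 active = inhibition at 20 µM, scaled per plate between control wells, above about 37%, limit read from the data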;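 note: 0% = DMSO with enzyme and substrate and 100% = substrate only without enzyme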
#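 System: isolated STEP enzyme; schedule: 20 min enzyme reaction at room temperature, protected from light; medium: Bis-Tris buffer pH 6.0, 2.5 mM DTT, 0.005% Tween 20; signal: fluorescence, 480/540 nm; dosing: single compound dose of 20 µM, 1% DMSO final; also added: OMFP substrate, 25 µM final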
# LMPTP block: LMPTP phosphatase inhibitors, primary screen, biochemical, fluorescence intensity, uHTS | recombinant LMPTP-A, OMFP fluorogenic substrate | inhibition, % at 20 µM | hit rate 0.22% among 360,000 | AID 651560, 2012 | Low molecular weight phosphotyrosine protein phosphatase (Homo sapiens), P24666;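 active = compounds that cut the enzyme signal by at least half of the control window in the single-dose screen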;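 note: plate controls were DMSO wells with enzyme plus substrate for no effect and substrate without enzyme for full effect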
#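 test system = LMPTP-A | amount = 0.625 nM LMPTP-A final | reagent = fluorogenic phosphatase substrate OMFP at 400 µM final | incubation = 50 min at room temperature | benchmarks = no-enzyme low control, uninhibited high control | medium = Bis-Tris pH 6.0, DTT, detergent | signal = fluorescence intensity of OMFP turnover product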
# Rin1-Abl PPI inh: inhibitors of Rin1-Abl protein binding, primary screen, biochemical, TR-FRET; inhibition, % at 7.35 µM; hit rate 0.4% among 360,000; AID 588664, 2011; Tyrosine-protein kinase ABL1 (Homo sapiens) + Ras and Rab interactor 1 (Homo sapiens), …; in the data active = inhibition above about 5%, passing the limit was not always enough
# Target sequence (P00519 whole entry, looked up): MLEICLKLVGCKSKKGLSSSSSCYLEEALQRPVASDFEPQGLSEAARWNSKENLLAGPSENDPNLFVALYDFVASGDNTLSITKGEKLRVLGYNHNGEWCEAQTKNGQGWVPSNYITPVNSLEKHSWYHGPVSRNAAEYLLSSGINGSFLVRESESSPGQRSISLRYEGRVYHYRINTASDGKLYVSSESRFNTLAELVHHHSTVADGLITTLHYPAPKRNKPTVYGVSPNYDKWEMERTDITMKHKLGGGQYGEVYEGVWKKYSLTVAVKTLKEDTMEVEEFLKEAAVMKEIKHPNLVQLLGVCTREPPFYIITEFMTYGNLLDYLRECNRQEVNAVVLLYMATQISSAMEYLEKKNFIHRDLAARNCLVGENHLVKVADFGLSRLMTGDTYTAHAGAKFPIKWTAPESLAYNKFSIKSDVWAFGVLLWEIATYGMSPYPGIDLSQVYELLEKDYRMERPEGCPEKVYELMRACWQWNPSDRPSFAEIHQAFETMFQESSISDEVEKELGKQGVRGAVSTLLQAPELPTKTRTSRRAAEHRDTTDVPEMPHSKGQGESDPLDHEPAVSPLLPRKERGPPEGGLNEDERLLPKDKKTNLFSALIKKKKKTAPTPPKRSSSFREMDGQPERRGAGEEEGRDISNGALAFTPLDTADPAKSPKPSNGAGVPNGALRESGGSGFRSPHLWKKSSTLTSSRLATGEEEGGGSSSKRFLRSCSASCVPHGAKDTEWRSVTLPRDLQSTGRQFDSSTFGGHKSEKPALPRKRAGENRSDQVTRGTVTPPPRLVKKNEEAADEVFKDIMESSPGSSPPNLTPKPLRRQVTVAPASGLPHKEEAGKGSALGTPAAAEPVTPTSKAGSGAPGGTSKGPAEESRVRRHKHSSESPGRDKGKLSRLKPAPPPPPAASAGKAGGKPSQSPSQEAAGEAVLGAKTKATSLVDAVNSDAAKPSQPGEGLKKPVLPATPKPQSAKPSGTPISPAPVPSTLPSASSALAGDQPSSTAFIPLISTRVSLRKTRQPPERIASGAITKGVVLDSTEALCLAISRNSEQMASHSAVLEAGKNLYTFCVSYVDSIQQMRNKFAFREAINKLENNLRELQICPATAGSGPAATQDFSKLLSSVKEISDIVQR
# Target sequence (Q13671 whole entry, looked up): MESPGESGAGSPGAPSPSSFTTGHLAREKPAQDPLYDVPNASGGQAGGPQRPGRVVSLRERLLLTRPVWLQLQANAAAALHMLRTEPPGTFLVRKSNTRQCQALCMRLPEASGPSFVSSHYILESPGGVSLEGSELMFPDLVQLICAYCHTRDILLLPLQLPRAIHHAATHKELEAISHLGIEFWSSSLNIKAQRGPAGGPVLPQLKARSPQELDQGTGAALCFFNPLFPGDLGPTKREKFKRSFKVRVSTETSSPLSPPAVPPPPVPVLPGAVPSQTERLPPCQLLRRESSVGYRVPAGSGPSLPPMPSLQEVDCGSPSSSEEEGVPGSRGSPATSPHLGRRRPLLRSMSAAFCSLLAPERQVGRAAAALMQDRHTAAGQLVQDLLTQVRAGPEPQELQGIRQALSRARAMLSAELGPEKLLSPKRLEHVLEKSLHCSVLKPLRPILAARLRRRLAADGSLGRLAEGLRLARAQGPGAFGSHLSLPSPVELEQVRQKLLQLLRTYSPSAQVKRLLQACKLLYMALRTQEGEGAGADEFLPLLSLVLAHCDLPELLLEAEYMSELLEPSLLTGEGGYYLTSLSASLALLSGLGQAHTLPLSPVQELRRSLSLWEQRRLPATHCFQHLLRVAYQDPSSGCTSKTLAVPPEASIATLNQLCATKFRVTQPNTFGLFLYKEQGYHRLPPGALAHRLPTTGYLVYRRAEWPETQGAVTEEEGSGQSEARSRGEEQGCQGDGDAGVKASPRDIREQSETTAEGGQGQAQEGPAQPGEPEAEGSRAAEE
# Neddylation inh: inhibitors of cullin neddylation, primary screen, biochemical, TR-FRET, uHTS, NAE and Ubc12. NEDD8-conjugating enzyme Ubc12 (Homo sapiens) + NEDD8-activating enzyme E1 regulatory …. calls only at 25 µM. hit rate 0.58% among 360,000; in the data active = inhibition above about 36%
# Rpn11 inh: Rpn11 (PSMD14) deubiquitinase inhibitors, primary screen, biochemical, fluorescence polarization, uHTS; calls only at 20 µM; AID 588493, 2011; 26S proteasome non-ATPase regulatory subunit 14 (Homo sapiens), O00487; human 26S proteasome, Ub4-pepOG fluorescence polarization; 20S core pre-blocked with epoxomicin; hit rate 0.59% among 360,000;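 active = inhibition at 20 µM, scaled to each plate's controls, above about 33%, limit read from the data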
# Scp-1 inhibitor: Scp-1 phosphatase inhibitors, primary screen, biochemical, colorimetric, uHTS; Carboxy-terminal domain RNA polymerase II polypeptide A small phosphatase 1 (Homo …; Recombinant Scp1, phosphopeptide, malachite green phosphate absorbance; inhibition, % at 20 µM; hit rate 0.88% among 340,000; AID 493091, 2011;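 active = inhibition above about 50% at 20 µM, limit read from the data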;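 note: plate controls were DMSO wells with enzyme for no effect and wells lacking enzyme for full effect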
#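 Test system: SCP-1 catalytic domain; Buffer or medium: Acidic Tris acetate buffer with magnesium and detergent; Also added: Phosphorylated 17-residue peptide substrate; Compound: single 20 µM dose, 1% DMSO; Schedule: enzyme reaction 45 min at room temperature, colour 5 min, stabilisation 30 min; Signal: Phosphate-binding colour reagent, absorbance read at 630 nm.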
# DNMT1 block: human DNMT1 methyltransferase inhibitors, primary screen, biochemical, molecular beacon, fluorescence, HinP1I cleavage, uHTS | DNA (cytosine-5)-methyltransferase 1 (Homo sapiens), P26358 | inhibition (reported as % activation of signal), % at 10 µM | hit rate 0.83% among 360,000 | AID 588458, 2011; in the data active = inhibition above about 50%
# SUMO1-SIM PPI: modulators of SUMO1 protein-protein interactions, primary screen, biochemical, uHTS; Small ubiquitin-related modifier 1 (Homo sapiens), P63165; SUMO1 binding to a labelled peptide, TR-FRET, 1 h; inhibition, % at 20 µM; hit rate 0.33% among 360,000; AID 602429, 2012; in the data active = inhibition above about 37%
# The depositor's hits bear a star; i = inactive; nt = not tested or not shown.
SMILES,NadD block,CSN deneddyl inh,STEP inh,LMPTP block,Rin1-Abl PPI inh,Neddylation inh,Rpn11 inh,Scp-1 inhibitor,DNMT1 block,SUMO1-SIM PPI
CCOC(=O)C(C#N)C(c1cccnc1)c1c(C)[nH][nH]c1=O (stereo not drawn),2,-5,1,-1.1,-3,i,i,-1,-5,-4
CCOC(=O)N1CCN(c2c(-c3ccc(C)c(C)c3)c(=O)c2=O)CC1,2,1,0,-1.1,0,i,i,-6,1,-15
CCC(=O)N1CCc2cc(S(=O)(=O)CCC(=O)NCc3ccc(C)cc3)ccc21,-1,-1,-2,-1.3,0,i,i,1,4,5
Cc1ccc(OCC(=O)N/N=C2\CCOc3c(C)cccc32)cc1,-5,1,1,1.6,-2,i,i,-5,-3,0
COc1ccc(C)cc1NC(=O)CN1C(=O)COc2ccc(S(=O)(=O)N3CCOCC3)cc21,-4,-5,-3,-1.7,2,i,i,-6,-4,1
CCc1nc(N)c(C#N)c(-c2ccncc2)c1C,1,-6,-2,-0.9,0,i,i,-7,-1,2
Cc1cccc(NC(=O)CSc2nnc(C)c(=O)n2N)c1C,-4,8,-2,-0.7,0,i,i,-7,5,-1
CCOc1ccc(OCCCC(=O)N(CC)CC(=O)Nc2c(F)cccc2F)cc1,-6,-5,-2,-1.6,0,i,i,1,1,4
COc1ccc(C)cc1N(C)C(=O)Cc1c(C(=O)O)n(C)c2ccccc12,1,-3,0,-1.1,1,i,i,-12,1,6
Cn1c(=O)c2[nH]c(-c3cccnc3)nc2n(C)c1=O,3,3,-1,1.3,-5,i,i,0,1,4
Cc1cc(C)c(C#N)c(N2CCN(Cc3ccc4c(c3)OCO4)CC2)n1,-12,0,0,0.3,-2,i,i,42,-1,-3
O=C(NC1CCCC1)C1CCN(S(=O)(=O)c2ccccc2)CC1,2,1,0,-1.0,1,i,i,-3,4,3
CCSc1nc(N2CCOCC2)c2c(c1C#N)CC(C)(C)N(C)C2,-3,-10,-3,0.6,-1,i,i,-5,0,-13
COc1ccc(OC)c(NC(=O)N2CCCC(CNS(=O)(=O)c3cccs3)C2)c1 (stereo not drawn),0,-1,2,0.1,0,i,i,0,2,-6
COCC(=O)N1CCN(c2ccc([N+](=O)[O-])cc2)CC1,3,-1,0,-0.4,-7,i,i,-8,4,-25
COCCNC(=O)C1(C)CCCN(C(=O)c2ccc3ccccc3c2)C1 (stereo not drawn),-3,-6,2,-1.5,1,i,i,nt,2,5
O=C(COc1ccccc1Cl)N1CCN(C(=O)c2ccco2)CC1,6,0,-1,-0.4,0,i,i,-11,0,-3
CCN(C(=O)COC(=O)CNS(=O)(=O)c1ccccc1)c1ccccc1,1,-6,0,-0.1,4,i,i,-6,0,2
COc1ccccc1N1CCN(C(=O)c2c(-c3c(F)cccc3Cl)noc2C)CC1,2,1,1,0.1,-5,i,i,-2,2,3
CC(C)(C)c1ccc(C(=O)OCC(=O)NC2CC2)cc1,-5,2,-1,0.1,1,i,i,-13,0,-4
CC1CN(C(=O)COC(=O)c2ccc(C#N)cc2)CC(C)O1 (stereo not drawn),-4,1,0,-0.6,1,i,i,-4,1,2
CCCC(=O)NCCc1cc2cc(C)c(C)cc2[nH]c1=O,1,2,0,-1.2,2,i,i,0,1,-5
OCc1ccccc1-c1cnc2sc(NCc3ccc(F)cc3)nn12,8,1,-3,-1.0,-2,i,i,nt,-5,3
Cc1[nH]c2ccccc2c1C(=O)C(=O)N(C)C1CCCCC1,-4,-2,-4,-0.4,-1,i,i,4,0,-1
O=C(N/N=C/c1ccccn1)c1c[nH]c2ccccc12,-1,1,2,-0.2,0,i,i,-7,-2,-10
O=C(c1cc(COc2cccc(C(F)(F)F)c2)on1)N1CCSCC1,-6,2,-2,2.4,-2,i,i,-5,3,-3
COC(=O)[C@H](CC(C)C)NC(=O)Cn1cnc(C(=O)Nc2ccc(C)c(C)c2)n1,-3,-5,-3,-1.7,-2,i,i,1,-2,2
Cc1ccc(NCc2nnc(SCC(=O)N3CCCCC3)n2CC2CCCO2)c(C)c1 (stereo not drawn),1,0,1,-2.2,3,i,i,-4,1,-1
Cc1ccc(Cl)c(OC(=O)c2ccc(N3CCOCC3)c([N+](=O)[O-])c2)c1,-4,1,0,2.9,-2,i,i,-9,-6,-7
COc1cccc(CNc2nc3nc(C)cc(C)n3n2)c1,-1,-5,0,0.2,0,i,i,-1,0,-2
C/C(=N\NC(=O)c1cc(C)nc2ccccc12)c1ccco1,-5,-2,-2,-2.0,0,i,i,-2,0,3
O=C(CCC1CC(=O)Nc2ccccc21)NCc1ccccc1 (stereo not drawn),-7,-5,-1,0.7,0,i,i,-4,-4,-1
CN(C)c1ccc(/C=N/c2cc(-c3ccccc3)nn2-c2ccccc2)cc1,6,4,2,-0.6,6,i,i,2,-7,-5
COc1ccccc1C1C(C(=O)c2cc3ccccc3o2)=C(O)C(=O)N1c1cc(C)on1 (stereo not drawn),12,3,5,3.9,-7,i,i,-14,0,-21
CC1CCCN(S(=O)(=O)c2cc(C(=O)NCc3ccco3)ccc2Cl)C1 (stereo not drawn),-1,0,3,1.4,3,i,i,0,-4,6
CCN(CC)c1ccc(NC(=O)CSC(=O)c2ccccc2)cc1,-3,5,2,1.3,2,i,i,4,0,-1
Nc1nc(Cl)nc2c1ncn2C1CC(O)C(CO)O1 (stereo not drawn),-4,0,-3,-0.5,2,i,i,4,4,-2
COc1ccc(C2CC(O)(c3ccccc3)Oc3cc(OC)cc(OC)c32)cc1 (stereo not drawn),-16,-3,1,3.1,-2,i,i,-9,-11,3
CC1CCN(C(=O)CCCNC(=O)Cn2cnc3sc4c(c3c2=O)CCCC4)CC1,-3,-2,-1,0.7,1,i,i,0,-2,4
O=C(COc1ccccc1)NCC(=O)Nc1ccc(S(=O)(=O)NCc2ccco2)cc1,-4,-3,2,-1.4,-1,i,i,-2,-12,4
CC(C)CSc1nnc2c3ccccc3n(C)c2n1,1,-2,2,0.7,-7,i,i,0,-2,-6
CC(C)(C)C(=O)Nc1cccc(OC(F)(F)C(F)Cl)c1 (stereo not drawn),-10,-1,-4,-0.2,2,i,i,-11,-4,-1
CCCCC(CC)CNC(=O)c1ncn[nH]1 (stereo not drawn),2,-1,-2,-1.1,1,i,i,0,3,-1
COCCN(C(=O)COC(=O)Cc1coc2cc3c(cc12)CCC3)c1c(N)n(Cc2ccccc2)c(=O)[nH]c1=O,4,10,24,18,-1,i,i,67*,31,11
CC1CCCCN1C(=O)CSc1nc(C2CC2)nc2ccccc12 (stereo not drawn),-1,1,1,0.1,2,i,i,-3,0,0
Cc1nc2c(C(=O)NCc3ccc4c(c3)OCO4)c[nH]n2c(=O)c1Cl,18,0,-3,-0.9,-1,i,i,3,1,18
CCCCn1c(N)c(N(CC(C)C)C(=O)CN(C)S(=O)(=O)c2ccc(F)cc2)c(=O)[nH]c1=O,0,-3,0,-1.5,-2,i,i,-4,1,0
COc1ccc(Cl)cc1NC(=O)CCn1cnc2ccccc2c1=O,-2,3,-2,-0.1,3,i,i,-10,6,-2
CCc1ccc(Nc2nnc(SC3CCOC3=O)s2)cc1 (stereo not drawn),-5,-10,-1,-0.7,-6,i,i,3,2,-4
COc1cc2cc(C(=O)N(C)C3CCS(=O)(=O)C3)[nH]c2cc1OC (stereo not drawn),1,0,-1,-0.5,-2,nt,i,1,2,-7
CCn1c(=NC(=O)CN2C(=O)CCC2=O)sc2c(C)cc(C)cc21,4,1,1,0.2,1,i,i,-5,3,0

# Copied from the listing for reference:
SMILES,NadD block,CSN deneddyl inh,STEP inh,LMPTP block,Rin1-Abl PPI inh,Neddylation inh,Rpn11 inh,Scp-1 inhibitor,DNMT1 block,SUMO1-SIM PPI
O=C(COc1ccccc1)NCC(=O)Nc1ccc(S(=O)(=O)NCc2ccco2)cc1,-4,-3,2,-1.4,-1,i,i,-2,-12,4
CC(C)CSc1nnc2c3ccccc3n(C)c2n1,1,-2,2,0.7,-7,i,i,0,-2,-6
CC(C)(C)C(=O)Nc1cccc(OC(F)(F)C(F)Cl)c1 (stereo not drawn),-10,-1,-4,-0.2,2,i,i,-11,-4,-1
CCCCC(CC)CNC(=O)c1ncn[nH]1 (stereo not drawn),2,-1,-2,-1.1,1,i,i,0,3,-1
COCCN(C(=O)COC(=O)Cc1coc2cc3c(cc12)CCC3)c1c(N)n(Cc2ccccc2)c(=O)[nH]c1=O,4,10,24,18,-1,i,i,67*,31,11
CC1CCCCN1C(=O)CSc1nc(C2CC2)nc2ccccc12 (stereo not drawn),-1,1,1,0.1,2,i,i,-3,0,0
Cc1nc2c(C(=O)NCc3ccc4c(c3)OCO4)c[nH]n2c(=O)c1Cl,18,0,-3,-0.9,-1,i,i,3,1,18
CCCCn1c(N)c(N(CC(C)C)C(=O)CN(C)S(=O)(=O)c2ccc(F)cc2)c(=O)[nH]c1=O,0,-3,0,-1.5,-2,i,i,-4,1,0
COc1ccc(Cl)cc1NC(=O)CCn1cnc2ccccc2c1=O,-2,3,-2,-0.1,3,i,i,-10,6,-2
CCc1ccc(Nc2nnc(SC3CCOC3=O)s2)cc1 (stereo not drawn),-5,-10,-1,-0.7,-6,i,i,3,2,-4
COc1cc2cc(C(=O)N(C)C3CCS(=O)(=O)C3)[nH]c2cc1OC (stereo not drawn),1,0,-1,-0.5,-2,nt,i,1,2,-7
CCn1c(=NC(=O)CN2C(=O)CCC2=O)sc2c(C)cc(C)cc21,4,1,1,0.2,1,i,i,-5,3,0
